# Compound activity (PubChem)
# RBX1-CUL1 inh: human ROC1-CUL1 E3 ligase inhibition; P62877+Q13616; in vitro K48 di-Ub FRET, acceptor:donor ratio, 45 min; inhibition, % at 10 µM; 140,000 compounds, 0.6% hits; in the data active = inhibition above about 25%
# Target sequence (P62877 whole entry, looked up): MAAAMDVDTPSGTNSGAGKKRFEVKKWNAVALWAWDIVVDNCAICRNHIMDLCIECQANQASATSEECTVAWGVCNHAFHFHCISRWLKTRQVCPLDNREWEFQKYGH
# Target sequence (Q13616 whole entry, looked up): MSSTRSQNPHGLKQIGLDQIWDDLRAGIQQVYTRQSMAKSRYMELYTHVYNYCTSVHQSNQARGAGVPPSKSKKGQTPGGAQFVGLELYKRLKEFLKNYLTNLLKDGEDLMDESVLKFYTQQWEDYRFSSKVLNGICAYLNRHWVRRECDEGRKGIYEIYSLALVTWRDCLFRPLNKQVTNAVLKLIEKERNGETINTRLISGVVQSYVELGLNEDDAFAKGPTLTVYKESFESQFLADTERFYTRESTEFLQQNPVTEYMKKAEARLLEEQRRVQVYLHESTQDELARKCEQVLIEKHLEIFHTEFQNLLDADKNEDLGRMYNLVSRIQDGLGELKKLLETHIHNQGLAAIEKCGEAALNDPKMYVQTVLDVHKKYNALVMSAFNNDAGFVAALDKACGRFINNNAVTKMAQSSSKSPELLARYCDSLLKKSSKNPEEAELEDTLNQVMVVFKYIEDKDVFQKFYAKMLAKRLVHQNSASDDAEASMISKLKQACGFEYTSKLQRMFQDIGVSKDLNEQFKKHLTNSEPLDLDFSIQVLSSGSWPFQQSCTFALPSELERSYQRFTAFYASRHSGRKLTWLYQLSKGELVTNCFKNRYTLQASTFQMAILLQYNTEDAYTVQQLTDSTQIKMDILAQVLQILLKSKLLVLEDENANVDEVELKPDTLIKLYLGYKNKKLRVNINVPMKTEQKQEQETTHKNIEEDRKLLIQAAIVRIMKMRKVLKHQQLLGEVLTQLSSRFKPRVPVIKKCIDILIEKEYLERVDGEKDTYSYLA
# Active calls of the source: *; & = joins results of further samples. A portion of the library; the hit share may differ from the screen's.
SMILES,RBX1-CUL1 inh
c1nnc(N2CCOCC2)nc1-c1cnnc(N2CCOCC2)n1,-2
CNC(=O)C1=C2SCC(=N)N2C(=N)C(C#N)C1c1ccccc1 (configuration not stated),14
CCCn1c(=O)[nH]c(=O)c2c(-c3cccc4ccccc34)ccnc21,14
CC(NS(=O)(=O)c1ccccc1)c1nncn1-c1ccccc1 (configuration not stated),-1
CCn1cc2nc(SCc3cccc(C(F)(F)F)c3)n(CCc3ccccc3)c(=O)c2n1,-1
CCc1nn(CC(=O)N2CCN(c3cccc(C)c3)C(C)C2)c(=O)c2cc3sccc3n12 (configuration not stated),-4
Cc1cccc(CS(=O)(=O)NC2CCCCC2)c1,4
COC(=O)c1cc(S(=O)(=O)N2CCN(c3cc(Cl)ccc3C)CC2)c[nH]1,0
O=c1c(SCc2ccccc2)cc(Cl)nn1-c1ccccc1,-4
COc1cccc(C(=O)Nc2nc3nc(C)c(Cc4ccccc4)c(=O)n3[nH]2)c1,-8
COC(=O)c1c(NC(=O)CCCOc2ccccc2)sc2c1CCC(C)C2 (configuration not stated),0
c1csc(CNc2nc3nonc3nc2N2CCN3CCCC3C2)c1 (configuration not stated),-5
c1cc2c(cc1CNC1CCCC1)OCO2,10
Cc1ccc(Cc2c(C)[nH]c3nc4ccccc4n3c2=O)cc1,8
CCOC(=O)c1cccc(NC(=O)N2CC=C(c3c[nH]c4ccccc34)CC2)c1,10
COc1cc(CNC(=O)c2sc3ncccc3c2-n2cccc2)cc(OC)c1OC,6
O=C(Nc1cccc(C(F)(F)F)c1)c1cc(-c2ccc(Cl)cc2)on1,-3
O=c1[nH]c2c(oc3nc(-c4ccccc4)cc(-c4ccccc4)c32)c(=O)n1-c1cccc(Cl)c1,-4
Nc1c(C(=O)Nc2ccc(F)cc2)sc2nc(-c3cccs3)cc(-c3cccs3)c12,-14
COC(=O)C1=C(C(=O)OC)SC2(S1)C(C(=O)OC)=C(C(=O)OC)SC(c1ccccc1)=C2c1ccccc1,11
CCOc1cccc2sc(NC(=O)c3ccc(S(=O)(=O)N4CCCc5ccccc54)cc3)nc12,-17
CC1(C)CC(=O)c2c(nn(-c3ccccc3)c2-c2cccs2)C1,1
CC1CCCCC12NN=C1SCC(=O)N1N2 (configuration not stated),-2
COc1cc(C2C3=C(CC(C)(C)CC3=O)N(c3ncn[nH]3)C(=N)C2C#N)ccc1OCc1ccccc1 (configuration not stated),32*
O=C(O)c1ccc(Cl)c(-c2ccc(/C=N/Nc3ccccc3)o2)c1,2
CN1CCN(c2ccc(-c3nc(-c4ccccc4)no3)cc2[N+](=O)[O-])CC1,3
O=C(Cn1c(-c2cccs2)cc2ccccc21)NCCCN1CCN(c2cccc(Cl)c2)CC1,-9
C/C(=N/NC(=O)CSCc1ccccc1C)c1cccc(NC(=O)c2cccc(Cl)c2)c1,5
COc1ccc2oc(-c3ccc(C)c(NC(=O)c4cccnc4)c3)nc2c1,1
O=C1CC(c2nc(-c3ccccc3)no2)CN1c1ccccc1 (configuration not stated),1
Cc1cccc(NC(=O)CSc2nc3ccc(Nc4nc(N5CCCC5)nc(N5CCCC5)n4)cc3s2)c1C,1
O=C(NCCN1CCOCC1)c1cc(=O)c2ccccc2[nH]1,-1
COc1ccc(OC)c(N2C(=N)C(C(=O)c3ccc(C)cc3)C(c3ccc4c(c3)OCO4)C3=C2CC(C)(C)CC3=O)c1 (configuration not stated),0
CCCC1CCC(CCc2ccc(-c3ccc(C#N)cc3F)cc2)CC1 (configuration not stated),-8
COc1ccc(/C=N\NC(=S)SCN2C(=O)C3CCC(C)(C2=O)C3(C)C)cc1 (configuration not stated),0
COc1cnc(NC(C)Cc2ccsc2)nc1-c1ccnn1C (configuration not stated),-8
COCCN1CCN(C(=O)c2sc3ncnc(NCCc4ccccc4OC)c3c2C)CC1,-6
Cc1cnc(SCCN2CCOCC2)nc1C1CCCN(C(=O)Cc2c(F)ccc(F)c2F)C1 (configuration not stated),-2
COc1ccc(-c2cc(C(F)(F)F)n3nc(C(=O)NCC45CC6CC(CC(C6)C4)C5)cc3n2)cc1OC,-1
COc1ccc(C(=O)N2CCCC(CCC(=O)N(C)C3CCN(C)CC3)C2)c(OC)c1 (configuration not stated),3
CC(C)(C)c1ccc(S(=O)(=O)NCc2ccc3c(c2)CCN3C(=O)c2ccccc2)cc1,11
Cc1ccc(C)c(S(=O)(=O)Nc2ccc(C(=O)N3CC(C)OC(C)C3)cc2)c1 (configuration not stated),3
Cc1oc2ccc(O)cc2c1C(=O)c1ccc(Br)cc1,0
Cn1c(=O)n(C)c2cc(NS(=O)(=O)c3ccc(F)cc3)c(NCc3ccccc3)cc21,-4
COc1c(Cl)cc(Cl)cc1C(=O)Nc1ccc(C(=O)O)cc1,3
Cc1ccc(NC(=O)NCc2cccn2Cc2ccccc2)c(C)c1,-5
C=CCO[C@H]1[C@H](NC(=O)CSC)c2ccccc2C12CCN(Cc1cccc3cnccc13)CC2,-14
CCOC(=O)c1c(C)oc2ccc(N(C(=O)Oc3ccccc3)S(=O)(=O)c3ccccc3)cc12,3
CN(C)c1ccc(CN2CCOc3ccc(C(C)(O)COc4ccccc4)cc3C2)cc1 (configuration not stated),4
CC(C)(C)c1ccc(-c2nc(SCCOc3ccc(Cl)cc3)n3[nH]c(=O)cc3n2)cc1,-5

# (further entries)
SMILES,RBX1-CUL1 inh
CCN(CC)c1ccc(/C=N/NC(=O)CSc2ccccn2)cc1,10
CCC1CN(CCNC(=O)Cn2ncc3ccccc32)Cc2cc(OC)ccc2O1 (configuration not stated),13
CN(Cc1ccccc1)C1(C(=O)N2CCCC(C(N)=O)C2)Cc2ccccc2C1 (configuration not stated),5
CCCCOc1ccc(C2C(C(=O)c3ccc4c(c3)CC(C)O4)C(=O)C(=O)N2CCCOC)cc1 (configuration not stated),7
CCOC(=O)c1cccc(NC(=O)C(Cc2ccccc2)NS(=O)(=O)c2cccc3nsnc23)c1 (configuration not stated),-1
COC(=O)C1CC(=O)N(Cc2ccc(OC)cc2)C1 (configuration not stated),-9
COc1ccccc1NC(=S)N1CCN(C(c2ccccc2)c2ccccc2)CC1,9
Cc1ccc(N=Nc2nc(-c3ccccc3)c(-c3ccccc3)[nH]2)cc1,4
CCOc1ccc2nc(NC(=O)Cn3cc([N+](=O)[O-])cn3)sc2c1,-6
CCCSC1=NC(=O)C2C(=N1)NC(=O)CC2c1ccc(F)cc1F (configuration not stated),-11

# Pulled by structure from above:
SMILES,RBX1-CUL1 inh
COc1ccccc1NC(=S)N1CCN(C(c2ccccc2)c2ccccc2)CC1,9
CCOc1ccc2nc(NC(=O)Cn3cc([N+](=O)[O-])cn3)sc2c1,-6
CCC1CN(CCNC(=O)Cn2ncc3ccccc32)Cc2cc(OC)ccc2O1 (configuration not stated),13

# 7 structures already listed, sorted by count of non-hydrogen atoms, rising:
SMILES,RBX1-CUL1 inh
Cc1cccc(CS(=O)(=O)NC2CCCCC2)c1,4
O=c1c(SCc2ccccc2)cc(Cl)nn1-c1ccccc1,-4
COc1cnc(NC(C)Cc2ccsc2)nc1-c1ccnn1C (configuration not stated),-8
CCN(CC)c1ccc(/C=N/NC(=O)CSc2ccccn2)cc1,10
COc1ccc2oc(-c3ccc(C)c(NC(=O)c4cccnc4)c3)nc2c1,1
COc1ccccc1NC(=S)N1CCN(C(c2ccccc2)c2ccccc2)CC1,9
O=C(Cn1c(-c2cccs2)cc2ccccc21)NCCCN1CCN(c2cccc(Cl)c2)CC1,-9

# Additional compounds:
SMILES,RBX1-CUL1 inh
Cc1ccc(-n2nc3c(N4CCC(C(=O)NCCC(C)C)CC4)nnc(C)c3c2C)cc1,3
O=[N+]([O-])c1ccc(S(=O)(=O)Nc2ccc(-c3ccccc3)cc2)cc1,-2
CCCSc1nnc2c(n1)OC(c1cc(C(C)(C)C)c(O)c(C(C)(C)C)c1)N(C(C)=O)c1ccccc1-2 (configuration not stated),-8
CCOC(=O)C(CC)Sc1nnc2[nH]c(=O)cc(C)n12 (configuration not stated),-4
CCOC1(OCC)C(c2ccccc2)C(C#N)(C#N)C1(OCC)OCC (configuration not stated),7
COC(=O)c1ccc(C(C)(C)C(=O)OC)cc1,-4
CCCN1CCc2c(sc3[nH]c(=S)n(CCc4ccccc4)c(=O)c23)C1,-3
Cc1cc(C)n(CC(=O)Nc2ccc(F)c(F)c2)c(=O)c1C#N,-9
COC(=O)CSc1nc(-c2ccc(F)cc2)cc(C(F)(F)F)n1,4&-1
Cc1ccccc1-c1noc(-c2ccc(N(C)Cc3nccs3)nc2)n1,5
CCSc1nnc(NC(=O)c2cccc(OC)c2)s1,4
C(=C\c1ccccc1)/C1=Nc2ccccc2CS1,4
O=C(Nc1ccncc1)c1ccc(S(=O)(=O)NC2CC2)cc1,-3
CCCN1CCc2nc(N3CCN(c4ncccn4)CC3)ncc2C1,-14
O=C(NC1CCCCC1)C1CCCN(C2CCN(Cc3ccccc3)CC2)C1 (configuration not stated),-3
CCC(C)Oc1ccc(CC2=NC(=O)NC2=O)cc1Cl (configuration not stated),-3
CCOC(=O)C1(Cc2ccccc2F)CCCN(C(=O)c2coc3c2C(=O)CCC3)C1 (configuration not stated),1
Cc1cc(=O)oc2c3c(ccc12)OCN(Cc1ccc(Cl)cc1)C3,-8
Cc1cc(SCc2nn(CN(C)C)c(=S)o2)nc(N2CCCC2)n1,-4
CCc1ccc(CN(C(=O)c2cc(=O)c3ccc(C)cc3o2)C2CCS(=O)(=O)C2)cc1 (configuration not stated),-5
COC(=O)COc1cc(Br)c(/C=C2/SC(=O)N(CC(=O)OC)C2=O)cc1OC,1
CCCCn1c(SCC(=O)OC)nc2sc3c(c2c1=O)CCCC3,0
COc1ccccc1CC(=NC(=O)c1ccccc1)C(=O)Nc1ccc(I)cc1,-3
Fc1ccccc1CSc1ncn[nH]1,-3
CCCCC(=O)Nc1cc(-c2cn3cccnc3n2)ccc1C,-3
Cc1cc(C)c2c(=O)cc(C(=O)Nc3ccc(C)c(Cl)c3)oc2c1,5
Cc1ccc(-c2nnc3sc(Cc4ccccc4F)nn23)cc1,6
O=C(NC1CCCc2nc(-c3cccnc3)ncc21)c1noc2c1CCCC2 (configuration not stated),7
c1ccc(-c2nnc(-c3ccccc3)o2)cc1,-2
CC(=O)C1C(C)=Nc2ncnn2C1c1ccc(Br)cc1 (configuration not stated),4
O=c1/c(=C\c2ccc3c(c2)OCO3)sc2n1C(c1ccccc1Cl)C1=C(N=2)c2ccccc2CC1 (configuration not stated),-6
C=C(C)CNC(=O)c1coc(COc2ccc(C)cc2OC)n1,1
CC(Oc1ccc(F)cc1F)C(=O)N1CCN(c2ccccc2)CC1 (configuration not stated),1
Fc1ccc(Cc2noc(-c3ccc(NCc4ccncc4)nc3)n2)cc1,-5
C/C(=N/Nc1nc2ccccc2s1)c1ccc2ccccc2c1,4
CC(C)c1ccc(NC(=O)N2c3ccccc3Sc3ccccc32)cc1,5
N#CC1=C2SCC(=O)N2C(=N)C(C#N)C1 (configuration not stated),14
COc1cccc(-c2cc(=O)[nH]c(Nc3ccccc3)n2)c1,-3
Cc1ccc(C(=O)Nc2nc3nc(C)cc(=O)n3[nH]2)cc1,-1
CCCOc1ccc(-c2csc3ncn(CC)c(=O)c23)cc1,10

# Looked up above:
# In RBX1-CUL1 inh, CCCSC1=NC(=O)C2C(=N1)NC(=O)CC2c1ccc(F)cc1F (configuration not stated) reads -11
# In RBX1-CUL1 inh, Cc1ccc(Cc2c(C)[nH]c3nc4ccccc4n3c2=O)cc1 reads 8
# In RBX1-CUL1 inh, CCCSc1nnc2c(n1)OC(c1cc(C(C)(C)C)c(O)c(C(C)(C)C)c1)N(C(C)=O)c1ccccc1-2 (configuration not stated) reads -8
# In RBX1-CUL1 inh, Cc1ccc(C)c(S(=O)(=O)Nc2ccc(C(=O)N3CC(C)OC(C)C3)cc2)c1 (configuration not stated) reads 3
# In RBX1-CUL1 inh, O=C(NCCN1CCOCC1)c1cc(=O)c2ccccc2[nH]1 reads -1
# In RBX1-CUL1 inh, CCn1cc2nc(SCc3cccc(C(F)(F)F)c3)n(CCc3ccccc3)c(=O)c2n1 reads -1
# In RBX1-CUL1 inh, O=C(O)c1ccc(Cl)c(-c2ccc(/C=N/Nc3ccccc3)o2)c1 reads 2

# Other records
SMILES,RBX1-CUL1 inh
C#CCOCC(O)CN1CCN(c2ccccc2)CC1 (configuration not stated),-8
O=C(CNS(=O)(=O)c1cccs1)N1CCN(c2cccc(C(F)(F)F)c2)CC1,-1
COc1ccc(C(=O)Nc2ccc(-c3cc(C(F)(F)F)nn3-c3ccccc3)cc2)cc1OC,-1
Cc1ccc(S(=O)(=O)N/N=C2\CCCc3c2[nH]c2ccccc32)cc1,9
Fc1cccc(CC2CN(Cc3cccnc3)CCO2)c1 (configuration not stated),-2
CCS(=O)(=O)N(C)c1ccc(C(=O)N(C)C)cc1,-1
Cc1ccc2nc(C)cc(SCC(=O)N/N=C/c3ccccc3[N+](=O)[O-])c2c1,-4
O=C(c1ccc2nc3ccccc3c(=O)n2c1)N1CCN(c2ccccc2F)CC1,5
O=C(Cn1cc(SCc2ccc(C(F)(F)F)cc2)c2ccccc21)N1CCOCC1,2
Cn1ccc(CC(=O)N2CCCC2C(=O)Nc2ccc(-n3cccn3)cc2)c1 (configuration not stated),5
CCc1ccc(CNC(=O)c2c3c(nc4ccccc24)C(=O)N(C2CCCCC2)C3)cc1,6
O=c1c2cnc3ncnn3c2ccn1CC1CCCO1 (configuration not stated),4
Cc1c(CC(=O)NCCO)c2c(n1Cc1ccccc1F)CCCC2=O,0
Cc1cc(=O)oc2ccc(OC(=O)c3ccccc3Br)cc12,2
CC(=O)Oc1ccc(OC(C)=O)c(C(=O)Nc2ccc(C)cc2)c1,2
CC(=O)NCCOc1ccc(-c2ccccc2)cc1,8
COc1ccc(OC)c(-c2cc(Cl)c3c(c2)CC(CNC(=O)C(C)(C)C)O3)c1 (configuration not stated),-6
CCOC(=O)c1ncn2c(=O)c3c(C(=O)OCC)ncn3c(=O)c12,-4
Cn1c(C(=O)NCC2CCCO2)cc2c(=O)n3ccccc3nc21 (configuration not stated),11
CCc1ccc(-n2nnc(-c3nc(-c4ccc(C)cc4)no3)c2N)cc1,-11
